HGIII-sPLA2 inh: Inhibits HGIII-sPLA2 liposome hydrolysis, primary screen; Q9NZ20; inhibition, % at 12.2 µM; 370,000 tested, 0.56% active; QFRET BODIPY PC-A2 liposome hydrolysis, fluorescence;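 active means inhibition above mean plus 3 SD of compounds lying within the high and low control bounds, cut at about 19% in these data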;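 further: 0% = median of test compound wells and 100% = no enzyme DMSO wells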
GAA850 FXN act: frataxin GAA850 promoter activation | HEK293 lucGAA850 FXN promoter luciferase reporter, 24 h; percent of 10 µM SAHA response | activation, % at 6 µM | 360,000 tested, 0.56% active;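 active means activation above the average of all compounds screened plus 3 SD, cutoff fixed separately per campaign, cut at about 7.5% in these data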;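 further: 0% = DMSO wells and 100% = 10 µM SAHA wells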
hgDAF-12 ag: hgDAF-12 agonism, primary luciferase screen; HEK293 GAL4-hgDAF12 UAS-luciferase reporter, agonist luminescence; normalized to butyrate control; activation, % at 6.8 µM; 370,000 tested, 1.8% active; AID 687014;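 active means activation above a cutoff set at the mean of all screened compounds plus 3 SD, cut at about 10% in these data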;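 further: 0% = DMSO wells and 100% = sodium butyrate wells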
NR1D1 modulator: Rev-erb alpha (human) modulation; P20393; Rev-erbα–FITC-DNA binding, fluorescence polarization, 90 min; activity, % at 10 µM; 370,000 tested, 0.79% active;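 active means activity above about 14%, limit read from the data; passing the limit was not always enough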;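 further: 0% = DMSO wells with 35 nM protein and 100% = DMSO wells with 750 nM protein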
DAX1 inh-1: inhibits human nuclear receptor DAX1; P51843; HEK293 Gal4-DAX1 luciferase reporter, luminescence; inhibition, % at 6.75 µM; 340,000 tested, 0.99% active; AID 504766;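 active means inhibition above the mean over all tested compounds plus 3 SD, cut at about 4.2% in these data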;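 further: 0% = DAX1-transfected cells with DMSO and 100% = empty-vector control cells with DMSO; inhibition shows as a rise in luminescence from relieved DAX1 repression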
SMARCA2 act: SMARCA2 function activation, primary screen; MG213 cells, MMTV-luciferase reporter, dexamethasone, overnight; activation, % at 9.1 µM; 370,000 tested, 1% active; AID 652017; in the data active means activation above about 7.8%;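 further: 0% = vehicle wells and 100% = reference activator wells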
PG9 Ab binder: binds the HIV-1 gp120 antibody PG9 | TR-FRET gp120-PG9 antibody binding | inhibition, % at 6.7 µM | 360,000 tested, 0.43% active | AID 624416; in the data active means inhibition above about 8.5%
ssDAF-12 act: activates DAF-12 receptor from parasite S. stercoralis. 370,000 tested, 1% active. HEK293 ssDAF-12/GRIP1 lit1-tk-luc reporter, luminescence; % of 3 µM dafachronic acid response. AID 652126. activation, % at 6.8 µM;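 active means activation above the mean over all tested compounds plus 3 SD, cut at about 0.9% in these data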;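 further: 0% = DMSO-only wells and 100% = 3 µM delta7-dafachronic acid wells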
DAX1 inh-2: blocks DAX1 repression of SF-1 activated StAR promoter | HEK293T StAR-luciferase reporter, SF-1/DAX-1 repression relief | 370,000 tested, 1.1% active | inhibition, % at 6.8 µM | AID 652010;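 active means inhibition above the mean over all tested compounds plus 3 SD, cut at about 3.6% in these data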;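 further: 0% = DAX-1 cells with DMSO and 100% = cells lacking DAX-1 with DMSO; higher inhibition means more luminescence from relief of DAX-1 repression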
PLC-beta3 inh: inhibitors of human phospholipase C beta3; Q01970; Purified PLC-beta3, fluorogenic substrate, fluorescence; inhibition, % at 12.2 µM; 370,000 tested, 0.18% active; AID 720704; in the data active means inhibition above about 11%;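 further: 0% = median of compound wells on plate and 100% = full blocker control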
Target sequence (Q01970 whole entry, looked up): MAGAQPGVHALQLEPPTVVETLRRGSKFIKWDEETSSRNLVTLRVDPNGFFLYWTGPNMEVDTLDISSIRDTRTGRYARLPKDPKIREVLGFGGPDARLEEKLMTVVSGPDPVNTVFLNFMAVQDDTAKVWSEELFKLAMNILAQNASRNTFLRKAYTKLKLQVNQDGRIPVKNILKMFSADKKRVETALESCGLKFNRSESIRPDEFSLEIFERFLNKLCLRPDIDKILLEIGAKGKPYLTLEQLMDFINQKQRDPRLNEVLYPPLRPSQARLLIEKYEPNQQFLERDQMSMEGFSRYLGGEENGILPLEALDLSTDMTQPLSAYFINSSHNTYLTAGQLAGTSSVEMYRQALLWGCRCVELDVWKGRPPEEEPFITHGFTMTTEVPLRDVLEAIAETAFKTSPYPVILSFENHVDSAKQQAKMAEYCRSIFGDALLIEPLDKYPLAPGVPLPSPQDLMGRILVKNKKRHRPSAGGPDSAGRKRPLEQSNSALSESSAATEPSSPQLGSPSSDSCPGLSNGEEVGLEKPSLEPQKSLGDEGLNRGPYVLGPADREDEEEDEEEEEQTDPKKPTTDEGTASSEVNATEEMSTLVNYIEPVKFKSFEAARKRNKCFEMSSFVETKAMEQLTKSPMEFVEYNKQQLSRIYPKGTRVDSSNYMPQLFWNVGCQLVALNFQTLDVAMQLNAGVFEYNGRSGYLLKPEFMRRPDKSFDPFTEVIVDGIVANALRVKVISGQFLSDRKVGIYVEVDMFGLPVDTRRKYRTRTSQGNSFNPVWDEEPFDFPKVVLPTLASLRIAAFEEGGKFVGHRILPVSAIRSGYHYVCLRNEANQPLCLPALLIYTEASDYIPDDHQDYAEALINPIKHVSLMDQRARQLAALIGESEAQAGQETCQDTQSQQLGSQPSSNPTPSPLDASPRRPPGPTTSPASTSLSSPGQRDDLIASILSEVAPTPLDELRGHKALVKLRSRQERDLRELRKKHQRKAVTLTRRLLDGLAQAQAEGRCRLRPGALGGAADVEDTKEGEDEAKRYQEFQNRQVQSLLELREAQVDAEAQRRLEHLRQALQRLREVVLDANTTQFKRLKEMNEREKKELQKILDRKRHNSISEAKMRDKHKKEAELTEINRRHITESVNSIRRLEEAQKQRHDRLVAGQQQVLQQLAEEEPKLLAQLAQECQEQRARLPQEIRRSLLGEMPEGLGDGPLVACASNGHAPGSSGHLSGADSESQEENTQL
hcDAF-12 act: activators of H. contortus DAF-12 nuclear receptor. activation, % at 6.8 µM. AID 652067. HEK293 hcDAF-12 lit1-tk-luc reporter, luminescence; 0% DMSO, 100% Δ7-dafachronic acid. 370,000 tested, 1.4% active;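 active means activation above the mean of all tested compounds plus 3 SD, cut at about 5.5% in these data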;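 further: 100% = response to 3 µM Δ7-dafachronic acid high control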
* hit, by the source's call; · = no result given.

SMILES | HGIII-sPLA2 inh | GAA850 FXN act | hgDAF-12 ag | NR1D1 modulator | DAX1 inh-1 | SMARCA2 act | PG9 Ab binder | ssDAF-12 act | DAX1 inh-2 | PLC-beta3 inh | hcDAF-12 act
CCOC(=O)c1c(NC(=O)c2cccs2)sc(C)c1C | -3 | 0.4 | 0.9 | 10 | 0.0 | 2 | 2.3 | 0.8 | -0.3 | -4 | 3.0
Cc1ccc(C(C)C)cc1OCCN1CCCC1 | -4 | 0.9 | 2.2 | -4 | 0.1 | -3 | -3.2 | -1.6 | 0.3 | 2 | 1.7
CCN(c1ccccc1)S(=O)(=O)c1cccc(C(=O)OCc2nc3sc(C)c(C)c3c(=O)[nH]2)c1 | -7 | 1.7 | 1.7 | 4 | -1.0 | 0 | -2.0 | -1.4 | -0.2 | 0 | -1.4
CCCC(=O)Nc1ccc(NC(=S)NC(=O)c2cccs2)cc1 | 2 | 0.6 | -0.4 | -4 | -1.3 | 2 | -1.0 | -1.2 | -1.1 | 3 | -0.5
CCc1c(C)nc(N2CCN(c3ccc(OC)cc3)CC2)[nH]c1=O | 2 | -0.5 | -0.3 | -3 | -0.5 | -1 | 0.6 | -1.2 | 0.0 | -6 | -2.4
Cc1ccc2c(c1)-c1cc(C)nn1C(c1ccc3c(c1)OCO3)N2 (stereo unspecified) | 6 | 5.2 | 2.3 | -4 | 0.0 | 0 | 0.7 | -1.7 | -0.8 | -37 | -1.6
COc1ccccc1NC(=O)c1ccc(NC(=O)COC(=O)c2cncc(Br)c2)cc1 | -20 | 0.3 | -0.2 | 10 | 0.5 | 3 | -2.3 | -1.7 | -0.6 | -16 | -0.7
CCOC(=O)c1c(C)[nH]c(N=Nc2cc(C(=O)O)cc(C(=O)O)c2)c1C | 0 | 0.8 | -0.1 | -3 | -0.9 | 1 | -5.3 | -0.5 | -0.2 | -5 | 0.4
CSc1nc2ncc3c(n2n1)CC(C)(C)CC3=O | 0 | 1.0 | 3.4 | 2 | · | -3 | -1.4 | -0.3 | -0.5 | -9 | -1.4
NC(=O)c1ccc(-n2nnnc2SCC(=O)c2ccc(O)c(O)c2)cc1 | -14 | 3.9 | 3.9 | -7 | 0.6 | -3 | -3.0 | -1.1 | 0.3 | 2 | -1.5
O=C(OCc1cn([C@H]2CN(CC3CCCCC3)[C@@H](c3ccc(Cl)cc3)C[C@@H]2O)nn1)c1ccccc1 | 6 | 0.9 | 0.3 | 7 | 1.9 | -2 | -1.0 | -1.1 | 1.1 | 3 | -1.0
CCOc1ccc(CCNC(=O)CN2C(=O)NC3(CCc4ccccc43)C2=O)cc1OCC (stereo unspecified) | 12 | 1.2 | 2.9 | 3 | -1.4 | -2 | 0.4 | 0.0 | -4.9 | -7 | -0.9
OCCC1CN(Cc2cccn2-c2cccnc2)CCN1CCc1ccccc1 (stereo unspecified) | 4 | -2.4 | -0.2 | -1 | -0.1 | -2 | -1.4 | -1.6 | -0.1 | -9 | -1.6
O=C1C=CC(c2c[nH]c3ccccc23)CC1 (stereo unspecified) | 0 | · | -3.3 | -3 | · | 0 | 0.9 | 0.3 | -1.3 | -8 | 2.0
CCCCNC(=S)NNC(=O)c1ccncc1 | 7 | 0.1 | -0.4 | 1 | -0.1 | -2 | -1.2 | -1.1 | -0.5 | -6 | 0.0
Cc1ccc(S(=O)(=O)NCC(=O)NCC(=O)NC(C)c2ccccc2Br)cc1C (stereo unspecified) | -24 | -0.8 | -0.8 | 3 | -1.1 | -4 | 4.0 | -0.6 | -0.4 | -8 | 1.1
Cc1ccc(C(C(=O)NC(C)(C)C)N(Cc2cccs2)C(=O)c2ccc3c(c2)OCCO3)cc1 (stereo unspecified) | 1 | -1.5 | 1.7 | -3 | -0.5 | 0 | -1.2 | -1.3 | -0.9 | 7 | -1.7
O=S(=O)(NCC(c1ccccc1)N1CCC(O)CC1)c1ccc(Cl)cc1 (stereo unspecified) | -2 | 0.1 | -1.2 | -4 | 0.1 | -3 | 0.1 | -1.5 | 0.3 | -8 | -0.2
Cc1ccccc1-n1nc2c(c1NC(=O)/C=C\c1ccc3c(c1)OCO3)CSC2 | 5 | -3.1 | 0.4 | 1 | -0.1 | 0 | 0.5 | -1.7 | -2.5 | -79 | 0.5
Cc1ccc(Cc2c(C)[nH]c(=S)[nH]c2=O)cc1 | 7 | 1.5 | 0.1 | 2 | 2.8 | -2 | -0.5 | -1.7 | 0.1 | -6 | -1.1
C[C@@H]1CCCN1c1cccc2c1S(=O)(=O)N(C1CC1)CCCO2 | 11 | · | -1.9 | -1 | · | -1 | · | -1.0 | -0.4 | -9 | -2.7
Cc1cccc(NC(=S)NN2CCN(C)CC2)c1 | -3 | -0.4 | 1.8 | -2 | 1.3 | -1 | -0.8 | -1.1 | -0.3 | 3 | -1.8
N#Cc1ccccc1NCCCN1CCC(C(O)(c2ccccc2)c2ccccc2)CC1 | -11 | · | 1.2 | 6 | · | -4 | · | -0.8 | 0.1 | -7 | 4.2
COC(=O)[C@]12C[C@H](CC(=O)NCc3cccs3)C(=O)N(Cc3ccccc3)C1=C[C@H](COCc1ccccc1)O[C@@H]2C | -4 | · | 11* | -2 | · | -3 | · | -1.4 | -0.8 | 0 | -2.2
N#Cc1c(NC(=O)CSc2ncnc3sccc23)oc(-c2ccco2)c1-c1ccco1 | -13 | 2.9 | -1.5 | -7 | -0.2 | -1 | -1.9 | -1.2 | -0.8 | -40 | -1.5
N[C@@H](CO)c1nnc([C@H](CCC(=O)O)NC(=O)C2CCNCC2)o1 | 2 | 3.5 | 3.0 | -2 | 1.9 | 1 | -0.3 | -1.1 | 0.7 | 1 | -1.4
Cc1ccc2c(c1)N(CCCC(=O)N(C)Cc1ccc(F)cc1)C(=O)CO2 | 3 | · | 0.2 | -5 | · | -4 | · | -1.5 | -0.8 | 3 | -2.7
Cc1nc(C)c(C(=O)N/N=C/c2ccco2)s1 | 9 | 0.7 | -0.6 | 5 | -0.7 | -6 | -1.3 | -1.0 | 0.1 | 1 | -1.5
Cc1ccc(C2N(c3nccs3)C(=O)C3CCCN32)cc1 (stereo unspecified) | -5 | -0.5 | -0.9 | 1 | 0.0 | 0 | -1.4 | -0.7 | -0.6 | -2 | -0.1
COc1ccc(CC(=O)Nc2nc(C)cs2)cc1 | -3 | 1.3 | 0.9 | 1 | 1.4 | -2 | -1.9 | -1.0 | 0.8 | -3 | 1.0
C/C(=N\N1CCN(c2ccccc2)CC1)c1ccco1 | 13 | 0.6 | 0.5 | 0 | 0.3 | -2 | 2.0 | -1.2 | 0.5 | -2 | -0.5
Cc1ccc(NC(=O)C[n+]2cc(-c3ccccc3)n3c2CCC3)c(C)c1 | 3 | 0.1 | 2.3 | 7 | 3.3 | -3 | -0.1 | -0.8 | -0.6 | -5 | -0.3
COc1ccc(CCNC(=O)c2cc(S(=O)(=O)N3CCOCC3)cn2C)cc1OC | 1 | 0.9 | 2.0 | 1 | 0.3 | 1 | -0.9 | -0.8 | -1.0 | 5 | 0.6
CCCCN1C(=O)/C(=C(/C#N)C(=O)N2CCCC2)c2ccccc21 | 16 | 0.0 | -4.9 | -7 | -0.6 | 2 | -1.1 | -1.3 | 0.1 | -7 | -0.9
O=C(COC(=O)c1ccco1)Nc1nc2ccc([N+](=O)[O-])cc2s1 | -12 | -1.6 | -0.8 | 9 | -0.5 | -2 | -2.8 | -0.8 | 0.5 | -16 | -0.1
Cc1ccccc1CN1C(=O)c2ccccc2Sc2ccc(C(=O)NCCCN3CCOCC3)cc21 | -30 | -2.5 | 1.1 | 3 | 0.5 | 0 | -1.3 | -1.4 | 0.1 | -5 | -1.2
Cc1ccc(S(=O)(=O)c2nc(-c3ccco3)oc2SCC(N)=O)cc1 | -3 | 2.3 | -1.6 | 0 | 1.1 | -1 | -4.3 | -0.1 | -0.3 | -16 | 0.5
N#C/C(=C\c1ccc(F)c(F)c1)C(=O)NC1CCCCC1 | -3 | 2.6 | 2.0 | 0 | -0.6 | -4 | -0.7 | -1.1 | -0.6 | 1 | -0.7
COc1ccc(-n2nnnc2CNC(=O)c2c(-c3ccccc3Cl)noc2C)cc1 | 3 | -0.6 | -0.3 | 6 | -0.4 | -6 | 1.6 | -0.6 | 0.3 | 4 | 1.3
COc1ccc(CNC(=O)/C=C/[C@H]2O[C@@H](n3ccc(=O)[nH]c3=O)[C@H](O)[C@@H]2O)cc1 | 11 | · | -0.8 | -2 | · | -4 | -0.3 | -1.5 | -0.1 | -3 | -1.1
CC(CCc1ccccc1)NC(=O)CNC(=O)N1CC(=O)Nc2ccccc21 (stereo unspecified) | 1 | 0.8 | 2.3 | 5 | 1.0 | -4 | 0.9 | -0.5 | -0.1 | -7 | -0.6
COCCn1c(SCC(=O)NNC(=O)c2ccccc2)nc2ccccc2c1=O | -9 | 2.2 | -0.9 | 2 | -1.4 | -4 | -0.8 | -0.8 | -0.1 | 0 | -2.8
COc1ccnc(N2CCN(c3cccc(C(F)(F)F)c3)CC2)c1C#N | -2 | 0.6 | -0.3 | 28* | -0.8 | 4 | 0.6 | -1.6 | 0.4 | 0 | -1.4
O=C(CP(=O)(c1ccccc1)c1ccccc1)Nn1cnnc1 | -4 | -0.5 | 1.3 | -2 | 0.6 | 2 | 0.7 | -1.2 | 0.7 | 2 | -1.3
CN1C(=S)SC(C)(C)C1NO (stereo unspecified) | -2 | -1.1 | 1.4 | 0 | 0.0 | 2 | -0.1 | -1.0 | -0.6 | 3 | 0.6
CCOc1ccc(N(C(C)C(=O)NN=C2CCCCCCC2)S(C)(=O)=O)cc1 (stereo unspecified) | -5 | -1.9 | 0.5 | 0 | -0.2 | 3 | -0.3 | -0.6 | 1.0 | -3 | -1.9
CCN(CC)c1ccc(S(=O)(=O)N2CCOCC2)cc1NC(=O)CN1CCN(Cc2ccccc2)CC1 | -25 | 1.3 | -6.0 | -8 | 1.8 | -2 | 1.2 | -1.7 | -0.8 | -13 | -1.9
O=S1(=O)CC(N2CCC(c3ccccc3)CC2)CN1Cc1ccccc1 (stereo unspecified) | 3 | · | 0.4 | 3 | · | 1 | 1.9 | -0.9 | -0.1 | 4 | -0.5
COc1cc(Cl)c(C)cc1NC(=O)CSc1nnc(CCC(=O)O)c(=O)[nH]1 | 10 | -0.3 | 1.7 | -5 | 1.9 | -4 | -2.0 | 0.8 | -1.1 | 2 | 2.4
COC(=O)c1cc(Cl)c(NC(=O)c2cc(OC)c(OC)c(OC)c2)cc1OC | 3 | -0.3 | -0.8 | 5 | 1.3 | -3 | 1.9 | -1.3 | 0.7 | 2 | 1.6
COC(=O)COc1ccc2occ(C(C)=O)c2c1 | 8 | 0.6 | -0.1 | -6 | 0.1 | 0 | -0.9 | -1.2 | 0.5 | -4 | -0.7
